# Assay outcomes as filed in PubChem BioAssay.
# JMJD2A Tudor – inhibitors of human JMJD2A Tudor domain; 390,000 compounds, 4.4% hits; O75164; Potency, µM (series often up to 114 µM), for inactives: at the top dose activity change, negative = inhibition, usual class: inhibitors; AlphaScreen JMJD2A-Tudor / H3K4me3 peptide binding; AID 504339; further: potency means the concentration at half of the fitted maximal effect; on the % scale 0 is the no-effect control and ±100 the full control effect; nearly all actives have a fitted effect of over 50% in size
# BAZ2B block – inhibitors of human BAZ2B bromodomain; Q9UIF8; AlphaScreen BAZ2B-H3K14Ac peptide displacement; Potency, µM (series often up to 114 µM), for the others: at the highest dose activity change, negative = inhibition, actives largely listed as inhibitors; 360,000 compounds, 4.4% hits; AID 504333; further: potency means the concentration at half of the fitted maximal effect; on the % scale 0 is the no-effect control and ±100 the full control effect; nearly all actives have a fitted effect of over 60% in size
#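 In this displacement format the biotinylated H3(5-23) peptide acetylated at Lys14 serves as ligand at 50 nM, with BAZ2B at 50 nM in PBS pH 7.4 containing 0.01% Tween-20. Donor and acceptor beads are 10 ug/mL final.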
# PGK inhibitor – inhibitors of T. brucei phosphoglycerate kinase. AID 602233. PGK/GAPDH coupled, Kinase-Glo luminescence, 60 min. Potency, µM (doses to about 57.5 µM), for inactives: at the highest dose activity change, negative = inhibition, usual class: inhibitors. 380,000 compounds, 0.043% hits. P07378; further: potency means the concentration at half of the fitted maximal effect; on the % scale 0 is the no-effect control and ±100 the full control effect; nearly all actives have a fitted effect of over 60% in size
# Target sequence (P07378 whole entry, looked up): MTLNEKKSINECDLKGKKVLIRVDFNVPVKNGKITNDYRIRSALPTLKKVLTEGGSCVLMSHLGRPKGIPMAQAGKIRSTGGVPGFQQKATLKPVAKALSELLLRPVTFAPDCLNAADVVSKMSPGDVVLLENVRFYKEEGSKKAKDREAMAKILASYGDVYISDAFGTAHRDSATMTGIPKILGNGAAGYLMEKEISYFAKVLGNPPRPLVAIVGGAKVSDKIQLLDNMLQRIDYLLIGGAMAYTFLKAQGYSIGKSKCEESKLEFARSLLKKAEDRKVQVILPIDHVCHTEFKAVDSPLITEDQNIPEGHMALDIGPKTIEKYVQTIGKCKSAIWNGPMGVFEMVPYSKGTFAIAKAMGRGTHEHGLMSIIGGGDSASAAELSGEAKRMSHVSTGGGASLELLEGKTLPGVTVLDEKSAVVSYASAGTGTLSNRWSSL
#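 Recombinant glycosomal PGK reaction used 1,3-bisphosphoglycerate generated in-well by GAPDH (100nM final) in 100mM TEA pH 7.6, 5mM MgCl2, 0.01% Tween-20. After 60 minutes at room temperature, ATP was read by Kinase-Glo Plus luminescence end-point.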
# PI4K2A inh – PI4K2A (human) kinase inhibition. Q9BTU6. purified PI4K2A, ADP-Glo luminescence, 1 h; stronger effect = lower value. activity change, negative = inhibition, % at 76.9 µM. 420,000 compounds, 0.13% hits. AID 1346378; in the data active means activity change below about -50%; inconclusive means mostly about -30% to -49%;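 further: -100% = wells without enzyme as full effect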
#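 PI4K2A activity was measured by ADP-Glo luminescence: enzyme (4 ug/mL stock) and phosphatidylinositol (1.2 mM stock) in Tris pH 7.5/MgCl2/EGTA/Triton X-100 buffer were reacted with ATP (300 microM stock) for one hour at ambient temperature.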
# G9a inh – G9a (human) methyltransferase inhibition; G9a H3K9 monomethylation, AlphaScreen, 2 h; 350,000 compounds, 8.8% hits; Q96KQ7; Potency, µM (top dose mostly 102 µM), inactives show top-dose activity, negative = inhibition, most hits filed as inhibitors; further: potency means the concentration at half of the fitted maximal effect; on the % scale 0 is the no-effect control and ±100 the full control effect; nearly all actives have a fitted effect of over 75% in size
#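 G9a (20 nM) was preincubated 15 min with compound, then reacted 2 h at room temperature with 500 nM biotin-H3K9 peptide and 20 µM SAM. Monomethyl-H3K9 detected by AlphaScreen using anti-H3K9me1 antibody.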
# GLS inhibitor – glutaminase GLS (human) inhibition. O94925. GLS enzymatic activity, qHTS titration. Potency, µM (highest dose often 45.5 µM), without a hit: at the top dose activity change, negative = inhibition, usual class: inhibitors. 410,000 compounds, 0.21% hits. AID 624170; further: potency means the concentration at half of the fitted maximal effect; on the % scale 0 is the no-effect control and ±100 the full control effect
# Target sequence (O94925 whole entry, looked up): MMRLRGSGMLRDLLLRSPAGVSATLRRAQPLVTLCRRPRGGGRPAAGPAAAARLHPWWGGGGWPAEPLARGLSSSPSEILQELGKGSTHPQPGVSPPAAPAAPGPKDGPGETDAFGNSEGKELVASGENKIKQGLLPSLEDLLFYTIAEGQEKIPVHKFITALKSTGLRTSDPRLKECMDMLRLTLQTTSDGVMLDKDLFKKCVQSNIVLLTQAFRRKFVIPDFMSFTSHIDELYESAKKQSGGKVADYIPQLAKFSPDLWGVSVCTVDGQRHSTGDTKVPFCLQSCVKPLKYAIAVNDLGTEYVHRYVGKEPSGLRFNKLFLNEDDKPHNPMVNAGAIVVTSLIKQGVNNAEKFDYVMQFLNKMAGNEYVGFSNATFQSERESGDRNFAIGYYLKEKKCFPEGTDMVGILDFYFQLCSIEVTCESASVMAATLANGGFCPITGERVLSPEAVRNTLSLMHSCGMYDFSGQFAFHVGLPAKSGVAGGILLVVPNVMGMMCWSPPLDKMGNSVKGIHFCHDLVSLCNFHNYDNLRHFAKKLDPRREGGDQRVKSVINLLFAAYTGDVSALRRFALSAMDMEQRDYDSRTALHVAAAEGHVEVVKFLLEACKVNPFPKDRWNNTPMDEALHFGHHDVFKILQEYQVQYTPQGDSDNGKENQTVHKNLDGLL
#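 Read-out is an Amplex red fluorescence increase coupled through glutamate oxidase and HRP, measured before and after 30 min room-temperature incubation. hKGA is in 45 mM KH2PO4 (pH 8.2) with 0.02% Tween-20; glutamine added as 1mM solution.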
# Pin1 inhibitor – human Pin1 inhibition; Q13526; Pin1 FP peptide displacement, HiFluor488, 10 min; Potency, µM (doses to about 115 µM), for inactives: at the top dose activity, negative = inhibition, actives largely listed as inhibitors; 390,000 compounds, 0.009% hits; AID 504891; active means well fitted inhibition curve with a large enough effect in the polarisation, with a control signal flat, not every such curve was filed as active; inconclusive means small, poorly fitted or top-dose-only effect, or effect the other way, or a change in a side signal; inactive means no such curve, though single readings can be large or run the other way; the % refers to the polarisation; further: potency means the concentration at half of the fitted maximal effect; on the % scale 0 is the no-effect control and ±100 the full control effect
# HP1b binding inh – inhibitors of HP1-beta chromodomain binding to methylated histone tails. 390,000 compounds, 0.56% hits. Potency, µM (doses to about 114 µM), for the others: at the highest dose activity change, negative = inhibition, actives largely listed as inhibitors. AlphaScreen HP1-beta / biotin-H3K9me3 peptide binding. AID 540317. P83916; further: potency means the concentration at half of the fitted maximal effect; nearly all actives have a fitted effect of over 70% in size; inactives centre near 23
#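 AlphaScreen: HP1-beta (50 nM) preformed 30 min with biotin-H3(1-18)K9me3 peptide (50 nM) in PBS pH 7.4, 0.01% Tween-20. Compound added for 30 min at RT, then streptavidin donor/nickel chelate acceptor beads (10 ug/mL) for 30 min.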
# ERG Ets-DNA blk – blocks human ERG Ets domain binding to DNA | P11308 | fluorescence polarization, His-ERG Ets domain / labelled DNA | Potency, µM (top dose mostly 76.9 µM), for the others: at the highest dose FP activity, negative = inhibition, actives largely listed as inhibitors | 370,000 compounds, 0.028% hits; active means well fitted inhibition curve with a large enough effect in the polarisation, with a control signal flat; inconclusive means small, poorly fitted or top-dose-only effect, or effect the other way, or a change in a side signal; inactive means no such curve, though single readings can be large or run the other way; the % refers to the polarisation;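 further: polarization taken with two DNA probes labelled with fluorescein and Texas red; potency means the concentration at half of the fitted maximal effect; % of control where 0% means no effect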
#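 His-tagged ERG Ets domain (1 uM in the protein solution; 300mM KCl, 50mM Tris-HCl, 1mM EDTA, 1mM DTT, pH 7.5) received compound, then a probe mix of 5 nM fluorescein-DNA and 100nM Texas-615-DNA. Fluorescence polarization was read for both dyes.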
# The depositor's hits bear a star; i = inactive; ? = inconclusive; · = not tested or not shown; [ ] = another dose, or the depositor's remark. Unless noted, the call rests on the fitted dose curve; in most records, active means well fitted curve in the direction sought with a large enough effect; inconclusive means small, poorly fitted or top-dose-only effect, or another doubt; inactive means no such curve, though single readings can be large; an effect the other way counts as inactive or inconclusive.
SMILES,JMJD2A Tudor,BAZ2B block,PGK inhibitor,PI4K2A inh,G9a inh,GLS inhibitor,Pin1 inhibitor,HP1b binding inh,ERG Ets-DNA blk
Cc1ccccc1Oc1nnc(-c2cccs2)c2ccccc12,-3%,-1%,-9%,-1,19%,0%,9%,22%,2%
O=C(Cn1cccc1C(=O)c1ccccc1)NCc1cccc(Cl)c1,?,-3%,-7%,-1,-1%,-13%,0%,5%,2%
C[N+]1(CC(O)COCC2COc3ccccc3O2)CCOCC1 (stereo unspecified),-11%,-19%,1%,-7,35µM*,2%,-1%,22%,15%
Cc1cccc(NC(=O)Cn2c(=O)n(CC3CCCO3)c(=O)c3ccccc32)c1 (stereo unspecified),-12%,11%,-7%,4,3%,1%,-4%,25%,-3%
COc1ccc(CN(C)C(=O)c2ccc(NS(=O)(=O)c3ccc4[nH]c(=O)[nH]c4c3)cc2)c(OC)c1,-21%,-21%,-1%,2,0%,0%,1%,24%,17%
O=C(N/N=C/c1ccccc1OC(=O)N1CCOCC1)c1cccs1,0%[11.4 µM],-17%,4%,-2,22%,-2%,2%,-4%,0%
Cc1ccc(S(=O)(=O)N2CCN(C3CC(=O)N(c4ccc(F)cc4)C3=O)CC2)cc1C (stereo unspecified),-25%,·,-4%,-1,·,8%,-2%,28%,-2%
COc1ccc(CSc2nnc(Cc3sc(-c4ccccc4)nc3-c3ccccc3)o2)cc1,9%,5%,-10%,-3,6%[0.0925 µM],2%,10%,47%,5%
O=C(Oc1cccc(Nc2ncnc3ccccc23)c1)c1cccnc1,-8%,-28%,-7%,5,?,-13%,1%,52%[activator],-17%
COc1cc(C(=O)COC(=O)c2ccncc2)cc(OC)c1OC,-18%,·,-4%,1,·,-17%,10%,-3%,7%
COc1ccc(C(CNC(=O)CSc2ccccc2C)N(C)C)cc1 (stereo unspecified),-23%,-8%,i,0,-5%,14%,-1%,-4%,-3%
COc1ccc(NC(=O)CSc2nnc(C3CCCCC3)n2-c2ccccc2)cc1,-20%,-27%,-6%,-5,9%[2.33 µM],-24%,-4%,16%,-1%
N#Cc1c(-c2ccc(Cl)cc2)cc(-c2cccs2)nc1SCC(=O)O,28µM*,22µM*,-9%,-2,8.9µM*,-28%,·,-18%,4%
Cc1occc1-c1nnc(SCC(=O)NC(C)(C)C)n1C(C)c1ccccc1 (stereo unspecified),-9%,-13%,5%,-7,-17%[12.7 µM],18%,-9%,12%,0%
COc1ccc(NC(=O)CSc2nccn2C)c([N+](=O)[O-])c1,-11%,-23%,-3%,2,-2%[59 µM],-12%,2%,14%,7%
C=CCOc1ccc2ccccc2c1CNCCCN1CCOCC1,-19%,0%,0%,7,-27%[59 µM],5%,2%,7%,·
COC(=O)c1[nH]c(C)c(/C(O)=C2\C(=O)C(=O)N(CCCN3CCOCC3)C2c2ccccn2)c1C (stereo unspecified),?,50µM*,-2%,-4,?,-2%,4%,36%[activator],2%
N#C/C(=C/c1ccc(N2CCCCC2)o1)c1cccc(F)c1,45µM*,40µM*,-2%,-3,2.5µM*,0%,?,?,23%
CCn1c(SCC(=O)N2CCCC(C)C2)nnc1-c1ccc(S(=O)(=O)N2CCN(C)CC2)cc1 (stereo unspecified),-26%,9%,5%,5,-12%,0%,-13%,25%,-1%
Nc1cc(S(=O)(=O)O)cc2ccc(S(=O)(=O)O)cc12,-11%,·,-7%,-10,·,-16%,-11%,-22%,-24%
Cc1cc(NC2CCCCC2)nc(N2CCOCC2)n1,2%,8%,-5%,-5,26%[59 µM],-1%,6%,42%[activator],·
CC(=O)Nc1cccc(NC(=O)c2cccc(S(=O)(=O)N3CCN(Cc4ccccc4)CC3)c2)c1,-30%,-30%,-10%,-6,?,0%,-1%,-4%,4%
CC(=O)c1c(C)[nH]c(C(=O)COC(=O)Cc2ccccc2F)c1C,-12%,·,i,-2,·,0%,4%,27%,·
CC(C)Oc1ccc(C(=O)NCCc2csc(-c3cccc(F)c3)n2)cc1,-10%,9%,8%,-2,29%[59 µM],6%,2%,20%[57 µM],-6%
Cc1ccccc1C(=O)Nc1ccc(C(=O)N/N=C/c2ccncc2)cc1,-20%[57.1 µM],8%,3%,-5,?,-1%,-2%,24%,-4%

# Quoted at random: 3 compounds from above
SMILES,JMJD2A Tudor,BAZ2B block,PGK inhibitor,PI4K2A inh,G9a inh,GLS inhibitor,Pin1 inhibitor,HP1b binding inh,ERG Ets-DNA blk
COc1ccc(CN(C)C(=O)c2ccc(NS(=O)(=O)c3ccc4[nH]c(=O)[nH]c4c3)cc2)c(OC)c1,-21%,-21%,-1%,2,0%,0%,1%,24%,17%
COc1ccc(CSc2nnc(Cc3sc(-c4ccccc4)nc3-c3ccccc3)o2)cc1,9%,5%,-10%,-3,6%[0.0925 µM],2%,10%,47%,5%
O=C(Oc1cccc(Nc2ncnc3ccccc23)c1)c1cccnc1,-8%,-28%,-7%,5,?,-13%,1%,52%[activator],-17%

# Some of these compounds in order of the GLS inhibitor value, descending.
SMILES,JMJD2A Tudor,BAZ2B block,PGK inhibitor,PI4K2A inh,G9a inh,GLS inhibitor,Pin1 inhibitor,HP1b binding inh,ERG Ets-DNA blk
COc1ccc(CSc2nnc(Cc3sc(-c4ccccc4)nc3-c3ccccc3)o2)cc1,9%,5%,-10%,-3,6%[0.0925 µM],2%,10%,47%,5%
COc1ccc(CN(C)C(=O)c2ccc(NS(=O)(=O)c3ccc4[nH]c(=O)[nH]c4c3)cc2)c(OC)c1,-21%,-21%,-1%,2,0%,0%,1%,24%,17%
COc1ccc(NC(=O)CSc2nccn2C)c([N+](=O)[O-])c1,-11%,-23%,-3%,2,-2%[59 µM],-12%,2%,14%,7%
COc1cc(C(=O)COC(=O)c2ccncc2)cc(OC)c1OC,-18%,·,-4%,1,·,-17%,10%,-3%,7%

# Carrying on:
SMILES,JMJD2A Tudor,BAZ2B block,PGK inhibitor,PI4K2A inh,G9a inh,GLS inhibitor,Pin1 inhibitor,HP1b binding inh,ERG Ets-DNA blk
CC(=O)Nc1ccc(S(=O)(=O)N2CCCC(C(=O)N3CCN(c4ccccc4)CC3)C2)cc1 (stereo unspecified),-15%,-23%,-10%,5,?,-2%,-8%,29%,?
O=C(Nc1ccccc1)C(Cc1ccccc1)c1ccccc1 (stereo unspecified),-3%,·,-1%,8,·,-6%,3%,44%[activator],5%
O=C1CCCCC1C(Nc1ccc(Br)cc1)c1ccccc1 (stereo unspecified),-4%,-29%,8%,1,0%,-18%,9%,38%,-1%
COc1ccc(NC(=O)N2c3ccccc3CC2C)cc1OC (stereo unspecified),-5%,1%,-4%,1,24%[59 µM],·,-3%,34%,9%
CC(C)(C)NC(=O)CN1C(=O)/C(=C/c2ccccc2)SC1=S,-10%,-4%,i,1,16%[12.7 µM],2%,1%,19%,26%
Cc1cccc(OCCn2c(CCCO)nc3ccccc32)c1,-12%,10%,-1%,6,-40%,-7%,-5%,32%,2%
CCCS(=O)(=O)c1nc(S(=O)(=O)c2ccc(Cl)cc2)c(N2CCC(O)CC2)s1,-11%,-21%,0%,0,?,-3%,-6%,57%[activator],-1%
Cc1c(C(=O)N(Cc2ccc(Cl)cc2)C2CCS(=O)(=O)C2)oc2ccccc12 (stereo unspecified),-27%,-2%,-5%,2,-18%,2%,0%,-9%,3%
Cc1nn(-c2ccccn2)c(N)c1N=O,-22%,-37%,-3%,-2,-11%,1%,0%,13%,-2%
O=C(Nc1ccc2[nH]ccc2c1)c1cccs1,-18%,-19%,-11%,-11,10%[12.7 µM],10%,-1%,19%,-10%
CCCCS(=O)(=O)c1oc(-c2ccc(F)cc2)nc1S(=O)(=O)c1ccc(C)cc1,-12%,-1%,9%,48,-2%[59 µM],-5%,·,24%,1%
COc1ccc(NC(=S)Nc2cccc(Cl)c2)cc1OC,0%,-25%,-7%,1,50µM*,-17%,6%,4%,-3%
Cn1c(SCC(=O)Nc2ccccc2Oc2ccccc2)nnc1C1CC1,-7%,10%,i,-5,14%[59 µM],1%,-8%,40%[activator],-11%
COC(=O)c1cc(OC)c(OC)cc1NC(=O)CCC1CCCC1,18%,5%,-4%,-5,-3%,-2%,0%,20%,-9%
CCOC(=O)N1CCC(NC(=O)c2csc3c2CCCC3)CC1,-15%,-35%,5%,1,?,9%,-15%,37%,-2%
CCOc1ccc(C(=O)CCC(=O)NNC(=O)c2ccccc2O)cc1,-9%,9%,5%,-1,7%[0.501 µM],14%,13%,21%,-10%
COc1ccccc1OCC(=O)Nc1ccc(S(=O)(=O)N2CCOCC2)cc1,-24%,-3%,-7%,-18,79µM*,3%,1%,-12%,16%
CCc1ccc(CCC(=O)Nc2ccc(C(=O)O)cc2)o1,-3%,-26%,1%,-4,19%,2%,?,21%,-7%
CC1CCN(c2nc3c(S(=O)(=O)c4ccccc4)nnn3c3ccsc23)CC1,-1%,-25%,15%,0,-25%[59 µM],-5%,-2%,31%,-4%

# Hits appear at their usual frequency, and some 11% of all compounds hit somewhere here.
